OPRM1-OPRD1 inv = mu-delta opioid heterodimer inverse agonism; AID 504357; 0.21% of 340,000 active; P35372+P41143; inhibition, % at 9.3 µM; cell-based MOR-DOR heterodimer luminescence; in the data active = inhibition above about 22%, passing the limit was not always enough;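 also: 0% = cells with DMSO and 100% = wells without cells with DMSO; values of inactives mirror those of a sister screen read the other way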
phage Ecoli inh = E. coli growth loss with phage present. AID 651602. 0.26% of 360,000 active. growth absorbance. inhibition, % at 11.9 µM; in the data active = inhibition above about 11%
DSG3 Ab inh = human desmoglein-3 autoantibody binding inhibition. 0.48% of 310,000 active. DSG3-coupled beads, scFv-anti-DSG3-GFP binding, flow cytometry; hits give low values. binding (percent of control), % at 10 µM. AID 588358. P32926;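 active = binding more than 3 SD below its plate's average and above zero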;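 also: hits lower antibody fragment binding to DSG3; some compounds called inactive have numbers as strong as hits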
Target sequence (P32926 whole entry, looked up, the tested form may be a part): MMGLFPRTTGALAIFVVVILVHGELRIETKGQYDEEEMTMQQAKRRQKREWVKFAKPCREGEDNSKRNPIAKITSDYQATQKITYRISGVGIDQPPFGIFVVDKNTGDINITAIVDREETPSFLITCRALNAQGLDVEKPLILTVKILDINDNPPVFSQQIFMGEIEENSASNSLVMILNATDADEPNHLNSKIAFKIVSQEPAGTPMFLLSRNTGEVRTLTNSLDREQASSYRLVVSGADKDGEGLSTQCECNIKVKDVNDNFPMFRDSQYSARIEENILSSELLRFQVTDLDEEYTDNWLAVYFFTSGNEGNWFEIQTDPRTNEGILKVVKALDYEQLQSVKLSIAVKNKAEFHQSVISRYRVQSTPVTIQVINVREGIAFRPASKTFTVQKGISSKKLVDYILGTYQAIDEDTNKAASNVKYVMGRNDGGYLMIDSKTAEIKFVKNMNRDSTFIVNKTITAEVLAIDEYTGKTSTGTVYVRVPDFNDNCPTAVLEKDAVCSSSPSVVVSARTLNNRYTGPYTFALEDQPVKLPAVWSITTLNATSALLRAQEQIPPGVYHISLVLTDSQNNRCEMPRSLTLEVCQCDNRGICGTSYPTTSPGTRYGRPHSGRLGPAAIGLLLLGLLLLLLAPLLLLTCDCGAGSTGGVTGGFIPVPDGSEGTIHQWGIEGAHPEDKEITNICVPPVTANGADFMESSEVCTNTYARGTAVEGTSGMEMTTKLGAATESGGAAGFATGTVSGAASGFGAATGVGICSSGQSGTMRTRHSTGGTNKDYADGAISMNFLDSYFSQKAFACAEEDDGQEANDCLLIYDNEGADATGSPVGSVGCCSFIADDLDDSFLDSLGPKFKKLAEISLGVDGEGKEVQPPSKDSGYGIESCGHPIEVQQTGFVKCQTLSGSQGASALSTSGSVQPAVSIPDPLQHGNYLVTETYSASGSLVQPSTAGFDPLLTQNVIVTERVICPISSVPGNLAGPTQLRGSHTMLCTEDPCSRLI
AddAB inh = less growth of phage-infected E. coli with AddAB; inhibition, % at 11.9 µM; 0.29% of 330,000 active; AID 435030; E. coli expressing H. pylori AddAB, absorbance growth; in the data active = inhibition above about 12%;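 also: 0% = vehicle wells of infected cells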
Arr AP2 block = blocks beta-arrestin peptide binding to AP2 adaptin. FITC-arrestin peptide / GST-AP2 beads, flow cytometry; AP2 beta2 appendage carries R879A mutation. inhibition, % at 10 µM. 0.31% of 340,000 active. AID 504490;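 active = inhibition above a set limit, near 3 SD of compounds lacking own fluorescence, cut at about 54% in these data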;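 also: plate controls were DMSO wells for no effect and 5 µM unlabelled arrestin peptide for full effect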
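System: GST-AP2 R879A glutathione beads | Also added: FITC-arrestin peptide, 50 nM | Times: 12 min plus 1 h, RT | Signal: Bead flow cytometry, FITC channel | Buffer or medium: PBS with 0.05% Tween 20 and 0.1% BSA | Read-out basis: Percent drop in bead-associated FITC signal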
SUMO Mot1 rescue = blocks SUMOylation pathway, rescuing yeast Mot1-301 growth; 1% of 320,000 active; S. cerevisiae Mot1-301 growth rescue, ATP luminescence, 38.5C; percent above DMSO median, 100 means doubled; growth rescue, % at 18.8 µM;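 active = every valid replicate shows activation above 250% relative to neutral control wells; inactive = the rest, any valid replicate at or below 250%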;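 also: OY570 slx delta 5 strain wells were the positive control but not used for scaling; some compounds called inactive have numbers as strong as hits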
PfHsp90 set2 = inhibits growth of yeast expressing Plasmodium falciparum Hsp90 | S. cerevisiae expressing PfHsp90, BacTiter-Glo ATP, 48 h; yeast lacking PDR1 and PDR3 efflux regulators | inhibition, % at 9.4 µM | 0.32% of 310,000 active | AID 504621;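 active = every replicate shows inhibition above about 80%, whatever the replicate mean, limit read from the data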;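 also: 0% = DMSO neutral controls and 100% = 20 µM radicicol positive controls; yeast relying on Plasmodium falciparum Hsp90 in place of its own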
Tat transport = inhibitors of E. coli Tat protein transport; AID 488895; inhibition, % at 10 µM; 0.036% of 340,000 active; E. coli MC4100 TorA-mCherry Tat export, fluorescence;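 active = mean replicate inhibition at least 50% and at least half of replicates individually reaching 50%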;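 also: exported cargo escapes ClpAP degradation while cytoplasmic cargo is degraded and loses fluorescence; 0% = median of neutral control wells and 100% = median of NaSCN control wells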
PKA-R1A act = activates the PKA-R1A holoenzyme complex; AID 504707; P00514+P68181; 0.083% of 340,000 active; activation, % at 11.4 µM; PKA-R1A dissociation, Cy5-IP20 fluorescence polarization; scaled: DMSO 0%, 113 µM cGMP 100%;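 active = percent activation above the mean of all tested compounds plus 3 SD, cut at about 19% in these data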;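 also: higher means more PKAc released from R1A so a rise in polarization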
E coli growth = reduces bacterial viability in AddAB counter-screen; E. coli V3065 growth, OD600 absorbance, 18 h; inhibition, % at 11.9 µM; 0.27% of 330,000 active;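 active = inhibition above the campaign's mean inhibition across all tested compounds plus 3 SD, cut at about 9.9% in these data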;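 also: uninfected addAB+ strain grown without phage in ampicillin broth; 0% = DMSO wells and 100% = ciprofloxacin 0.95 µg/ml wells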
MOR-DOR ag = agonists of human mu-delta opioid receptor heterodimerization. P35372+P41143. cells, OPRM1-OPRD1 heterodimerization, luminescence. activation, % at 9.3 µM. 0.3% of 340,000 active. AID 504326; in the data active = activation above about 18%;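 also: 0% = vehicle-treated cells and 100% = reference agonist; values of inactives mirror those of a sister screen read the other way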
* marks the source's active call; other numbers are inactive results; . = not tested or not shown. Rows were taken by chance. About 2.8% of those tested had a hit in this group.

Letters: A = OPRM1-OPRD1 inv; B = phage Ecoli inh; C = DSG3 Ab inh; D = AddAB inh; E = Arr AP2 block; F = SUMO Mot1 rescue; G = PfHsp90 set2; H = Tat transport; I = PKA-R1A act; J = E coli growth; K = MOR-DOR ag
COc1ccccc1N(CC(O)CN1CCCCC1)S(=O)(=O)c1ccc(C)cc1 (stereo unspecified)
  A: -5.4	B: -0.2	C: .	D: 0.6	E: -0.8	F: 0.1	G: -5.8	H: -2.6	I: 0.4	J: 5.3	K: 0.7
O=C1N=C(N2CCOCC2)S/C1=C/c1cccs1
  A: -24.1	B: 0.9	C: 110.2	D: 0.3	E: 9.8	F: -21.5	G: 12.6	H: -12.4	I: -6.6	J: 1.9	K: 4.3
Oc1ccc(O)c(Cc2nc3ccccc3s2)c1
  A: 13.4	B: 4.2	C: 100.8	D: -0.3	E: 25.6	F: -12.3	G: -6.7	H: 3.5	I: -10.5	J: -0.7	K: -2.3
CON1C(=O)C(=O)N(OC)C2CCCCC21 (stereo unspecified)
  A: 5.1	B: 1.1	C: 101.7	D: .	E: 20.8	F: .	G: -12.2	H: 4.6	I: 12.1	J: .	K: -0.9
CCCN(CC(=O)Nc1ccc(C(N)=O)cc1)CC(=O)Nc1ccc(F)c(F)c1F
  A: 15.8	B: 0.6	C: 101.2	D: 2.4	E: 29.8	F: 12.8	G: -11.9	H: 21.3	I: -2.3	J: -0.7	K: -3.2
O=C(C1CCN(S(=O)(=O)c2cccs2)CC1)N(c1ccccn1)C1CCCCC1
  A: 14.1	B: 4.3	C: 103.1	D: 1.4	E: -5.0	F: -2.8	G: 5.9	H: 0.2	I: -9.1	J: 3.1	K: -2.6
Cc1cc(C(=O)OCC(=O)c2ccc(Br)s2)no1
  A: 8.2	B: .	C: 94.4	D: 1.5	E: 3.3	F: -12.6	G: 13.5	H: 0.2	I: -1.0	J: 0.5	K: -1.5
CCOc1ccc(C(=O)NCc2ccncc2)cc1OCC
  A: 6.5	B: 2.5	C: 109.5	D: -1.0	E: 0.1	F: -7.8	G: -4.9	H: -0.1	I: 4.1	J: -1.0	K: -1.1
CS(=O)(=O)N(CC(=O)NCCC1=CCCCC1)C1CCCCC1
  A: 8.2	B: 3.0	C: 102.4	D: 0.3	E: 18.1	F: 8.8	G: 5.0	H: -2.3	I: -4.5	J: -1.5	K: -1.7
Clc1nnc(NN=C2CCCC2)c2ccccc12
  A: 0.8	B: 4.7	C: 80.5	D: 0.2	E: -2.6	F: -29.6	G: -24.1	H: 3.4	I: -5.9	J: 1.9	K: -0.1
CN(c1ccccc1)S(=O)(=O)c1cccc(C(=O)NNC(=O)c2ccncc2)c1
  A: 2.3	B: 2.7	C: 111.0	D: 0.7	E: -3.0	F: -12.3	G: .	H: -6.2	I: -2.5	J: 0.5	K: -0.3
COc1ccc(NC(=O)CN(C)C(=O)c2cc(CN3C(=O)c4ccccc4C3=O)ccc2OC)cc1
  A: 17.4	B: 2.5	C: 99.0	D: 1.9	E: -5.0	F: 0.6	G: -49.7	H: 1.1	I: -1.0	J: -1.2	K: -3.6
CC(C)c1ccc(NC(=O)C(c2ccccc2)N(C)C(=O)c2cnccn2)cc1 (stereo unspecified)
  A: 10.9	B: 2.2	C: 119.2	D: 0.0	E: 37.4	F: 23.9	G: .	H: -0.5	I: -9.6	J: 2.8	K: -2.2
O=C(O)c1ccc2nc(-c3ccccc3)c(-c3ccccc3)nc2c1
  A: 14.1	B: 2.0	C: 92.9	D: 1.3	E: -1.1	F: 5.1	G: 8.3	H: 1.5	I: -1.2	J: -0.2	K: -2.3
O=C(c1c(F)cccc1F)N1CCCc2ccccc21
  A: 7.7	B: -1.3	C: 105.3	D: 4.6	E: -4.9	F: 347.6	G: -25.6	H: 5.9	I: -10.4	J: 0.7	K: -1.5
CCCNc1nc2c(c(=O)n(C)c(=O)n2C)n1Cc1cccc(C)c1
  A: 3.5	B: 1.3	C: 102.2	D: -0.1	E: -6.8	F: -4.2	G: -21.5	H: 1.6	I: 1.1	J: -3.9	K: -0.6
Cc1cc(NC(=O)COC(=O)CCNS(=O)(=O)c2ccccc2)n(-c2ccccc2)n1
  A: -2.8	B: 0.8	C: 106.8	D: 0.2	E: -9.4	F: -6.8	G: .	H: -7.6	I: -5.9	J: 1.3	K: 0.4
CCOC(=O)c1c(C)[nH]c(C(=O)OCC(=O)NCCc2ccc(OCC)c(OCC)c2)c1C
  A: 12.8	B: -1.6	C: 111.4	D: 0.0	E: 4.4	F: -4.5	G: 27.2	H: -4.0	I: -2.4	J: 1.7	K: -2.3
CCCCN(C(=O)CN1CC(C)OC(C)C1)c1c(N)n(CC(C)C)c(=O)[nH]c1=O (stereo unspecified)
  A: 6.6	B: 2.5	C: 97.2	D: 3.5	E: 0.0	F: -16.0	G: 9.3	H: -7.6	I: 0.8	J: 1.4	K: -1.2
COC(=O)c1ccc(C2/C(=C(\O)c3cccc(OC)c3)C(=O)C(=O)N2CCCN(C)C)cc1 (stereo unspecified)
  A: 17.2	B: 2.0	C: 95.6	D: 3.3	E: 9.1	F: -7.6	G: -0.5	H: 2.5	I: 1.5	J: 1.2	K: -3.2
CCCCn1c(SCC2CCCO2)nc2cc(S(N)(=O)=O)ccc21 (stereo unspecified)
  A: -5.7	B: 4.0	C: 101.3	D: 1.5	E: -1.3	F: 8.4	G: -11.8	H: 3.4	I: -0.8	J: -1.4	K: 1.2
COc1ccc(CCNC(=O)CCN2C(=O)C3CC=CCC3C2=O)cc1OC (stereo unspecified)
  A: 8.2	B: 0.2	C: 78.5	D: 0.3	E: -8.3	F: 3.4	G: -5.3	H: -6.3	I: -0.6	J: 0.2	K: -1.4
CC(CC(=O)Nc1ccncc1)c1ccccc1 (stereo unspecified)
  A: 16.9	B: 0.1	C: .	D: 2.8	E: -1.5	F: -21.2	G: -2.2	H: -2.2	I: -9.2	J: 0.4	K: -2.8
CCC(=O)Nc1ccc2ccccc2c1
  A: 2.9	B: 1.7	C: 104.3	D: 0.0	E: 7.0	F: 9.8	G: -12.0	H: -14.2	I: -10.7	J: -1.2	K: -0.5
Cc1ccc(C(=O)OC(C)C(=O)NC2CCCCC2C)cc1S(=O)(=O)N1CCCCC1 (stereo unspecified)
  A: -8.0	B: 2.0	C: .	D: 0.0	E: 9.2	F: 267.8	G: 0.2	H: 1.6	I: 2.5	J: 0.0	K: 1.6

Pulled by structure from the entries so far, 4 records:
Letters: A = OPRM1-OPRD1 inv; B = phage Ecoli inh; C = DSG3 Ab inh; D = AddAB inh; E = Arr AP2 block; F = SUMO Mot1 rescue; G = PfHsp90 set2; H = Tat transport; I = PKA-R1A act; J = E coli growth; K = MOR-DOR ag
O=C(c1c(F)cccc1F)N1CCCc2ccccc21
  A: 7.7	B: -1.3	C: 105.3	D: 4.6	E: -4.9	F: 347.6	G: -25.6	H: 5.9	I: -10.4	J: 0.7	K: -1.5
CCOc1ccc(C(=O)NCc2ccncc2)cc1OCC
  A: 6.5	B: 2.5	C: 109.5	D: -1.0	E: 0.1	F: -7.8	G: -4.9	H: -0.1	I: 4.1	J: -1.0	K: -1.1
Cc1ccc(C(=O)OC(C)C(=O)NC2CCCCC2C)cc1S(=O)(=O)N1CCCCC1 (stereo unspecified)
  A: -8.0	B: 2.0	C: .	D: 0.0	E: 9.2	F: 267.8	G: 0.2	H: 1.6	I: 2.5	J: 0.0	K: 1.6
CC(CC(=O)Nc1ccncc1)c1ccccc1 (stereo unspecified)
  A: 16.9	B: 0.1	C: .	D: 2.8	E: -1.5	F: -21.2	G: -2.2	H: -2.2	I: -9.2	J: 0.4	K: -2.8

(continued)
Letters: A = OPRM1-OPRD1 inv; B = phage Ecoli inh; C = DSG3 Ab inh; D = AddAB inh; E = Arr AP2 block; F = SUMO Mot1 rescue; G = PfHsp90 set2; H = Tat transport; I = PKA-R1A act; J = E coli growth; K = MOR-DOR ag
O=c1c2cc(N3CCOCC3)ccc2[nH]c(=S)n1CCCN1CCCCCC1
  A: 8.4	B: 0.1	C: 96.7	D: 3.2	E: -3.3	F: -14.7	G: 11.8	H: -4.2	I: 4.3	J: -0.5	K: -1.8
NS(=O)(=O)c1ccc2nc(NC(=O)Nc3ccccc3F)sc2c1
  A: -6.4	B: 0.0	C: 96.2	D: 2.0	E: 41.9	F: -3.8	G: -23.3	H: -5.2	I: -6.4	J: 0.9	K: 1.1
COc1cccc(CC2(CO)CCCN(Cc3ccc(CO)o3)C2)c1 (stereo unspecified)
  A: 15.0	B: -0.3	C: .	D: 1.4	E: -4.5	F: -8.4	G: -13.8	H: -5.4	I: -3.7	J: 0.2	K: -3.2
Cc1ccccc1CN1C(=O)CSc2ccc(C(=O)N3CCOCC3)cc21
  A: 3.4	B: 0.6	C: 103.5	D: 4.8	E: 2.3	F: -10.1	G: .	H: -6.2	I: 11.2	J: -1.6	K: -0.7
CC(C)Oc1ccc(C(=O)NCCCNC(=O)c2ccccn2)cc1
  A: 5.1	B: 2.2	C: 117.4	D: 2.0	E: -8.0	F: 2.9	G: -22.1	H: -10.0	I: 5.1	J: 0.3	K: -0.6
COc1ccc(/C=C/C(=O)NC(=S)Nc2cc([N+](=O)[O-])ccc2O)cc1OC
  A: 27.1	B: 0.9	C: 85.3*	D: -2.0	E: 11.9	F: 357.9	G: -23.9	H: -4.2	I: -2.0	J: -4.0	K: -5.3
COc1ccc(S(=O)(=O)N2CCOCC2)cc1NC(=O)CSc1nnc(C2CC2)n1C
  A: 16.1	B: 1.8	C: .	D: -0.2	E: -1.5	F: 14.3	G: -16.9	H: -4.1	I: 2.2	J: 0.2	K: -4.1
O=C(CC1OC(=O)c2ccccc21)Nc1ccccc1N1CCOCC1 (stereo unspecified)
  A: 15.9	B: 0.9	C: .	D: 2.2	E: -4.5	F: -5.9	G: 12.3	H: -2.7	I: -12.8	J: -1.4	K: -3.8
Cc1cc2ccccc2nc1SCC(=O)N1c2ccccc2CC1C (stereo unspecified)
  A: 7.2	B: 2.0	C: 98.6	D: 2.8	E: -5.3	F: -5.7	G: 12.4	H: 13.3	I: -5.3	J: -0.2	K: -1.2
Nc1nc2ccccc2nc1N1CCCC1
  A: 13.7	B: 3.1	C: 104.3	D: 0.4	E: -0.2	F: -6.5	G: 2.0	H: -0.9	I: -0.2	J: -0.2	K: -2.5
CN1CCN(c2ccc(NC(=O)CN3CCOCC3)cc2F)CC1
  A: 10.3	B: -2.7	C: .	D: -1.2	E: 7.3	F: -0.3	G: -17.8	H: -2.4	I: -3.0	J: 3.0	K: -2.2
CCC(C(=O)OC)n1cnc2c(nnn2-c2ccccc2)c1=O (stereo unspecified)
  A: 5.7	B: 4.5	C: 110.7	D: -1.4	E: 3.3	F: 2.0	G: 0.3	H: 9.6	I: -1.7	J: 2.4	K: -1.0
CCSc1nnc(Cn2c(=O)sc3ccccc32)n1-c1ccccc1C
  A: -4.6	B: 3.0	C: 112.9	D: 5.1	E: -1.6	F: -5.7	G: -3.2	H: -4.2	I: -9.7	J: -3.5	K: 0.9

Source: PubChem BioAssay
